Bioassay records deposited in PubChem BioAssay by National Center for Advancing Translational Sciences (NCATS).
ELG1 genotox: induces genotoxicity in HEK293T cells with luciferase-tagged ELG1; Potency, µM (titrated, usually from 46 µM), for inactives: top-dose activity change, positive = activation, most hits filed as activators; 330,000 compounds, 1.3% hits; HEK293T ELG1-luciferase reporter, luminescence, 16 h; further: potency means the concentration at half of the fitted maximal effect; % of control where 0% means no effect; nearly all actives have a fitted effect of over 60% in size
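HEK293T cells expressing luciferase-tagged ELG1 were exposed to compound or DMSO vehicle for 16 hr at 37 °C and 5% CO2. Luciferase activity was then measured with ONE-Glo after 30 min at room temperature.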
NPC1 prom act: activators of NPC1 promoter; Potency, µM (doses to about 9.22 µM), without a hit: top-dose activation, hits mostly activators; Huh7 NPC1 promoter luciferase reporter, 24 h; 320,000 compounds, 2.4% hits; AID 485313;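 further: potency means the concentration at half of the fitted maximal effect; % of control where 0% means no effect; nearly all actives have a fitted effect of over 60% in size; reporter is driven by a mutant NPC1 promoter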
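Stably transfected Huh7 (NPC1 promoter→luciferase), 1500 cells/well in Opti-MEM + 10% FBS, 2 h settle, then compound 24 h at 37 °C. Luminescence after 10 min with Amplite reagent.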
BRCA1 expr act: activators of BRCA1 expression. 380,000 compounds, 1.1% hits. Potency, µM (doses to about 46.1 µM), without a hit: at the top dose activation, usual class: activators. MCF7-BRCA1-FFLuc reporter, luminescence, 48 h; response scale: scaled: vehicle 0%, 10 µM genistein 100%; further: potency means the concentration at half of the fitted maximal effect; nearly all actives have a fitted effect of over 80% in size; some results filed as inactive show a strong effect at the top dose
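MCF7 cells carrying a BRCA1-firefly luciferase reporter (2000 cells/well, phenol-red free MEM) were attached for 2 h at 37 °C, then given compounds for 48 h. Luminescence was read 15 min after luciferase reagent; activity normalized to genistein (10 microM) and DMSO.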
Giardia killer: kills Giardia lamblia; AID 540267; 340,000 compounds, 0.15% hits; Giardia lamblia trophozoite viability; activity change, % at 7.66 µM, hits read low; in the data active means activity change below about -80%; inconclusive means between about -30% and that limit;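 further: parasites exposed to compound for two days anaerobically before the ATP read; on the % scale 0 is the no-effect control and ±100 the full control effect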
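Anaerobic 48 hrs incubation at 37 deg C of 100 trophozoites/well with test compounds; ATPLite 1-Step luminescence, 15-30 min RT, reports cellular ATP as viability.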
Menin MLL FP TR: menin-MLL binding inhibition, Texas Red mutant peptide; O00255; AID 1768; 270,000 compounds, 0.23% hits; Menin + Texas Red MLL mutant peptide, fluorescence polarization; Potency, µM (highest dose often 61.6 µM), for the others: top-dose FP activity change, negative = inhibition, usual class: inhibitors; active means well fitted inhibition curve with a large enough effect in the polarisation, with a control signal flat, not every such curve was filed as active; inconclusive means small, poorly fitted or top-dose-only effect, or effect the other way, or a change in a side signal; inactive means no such curve, though single readings can be large or run the other way; the % refers to the polarisation; further: potency means the concentration at half of the fitted maximal effect; % of control where 0% means no effect; many of its hits are not listed in these tables
RORg inh: inhibitors of mouse ROR gamma transcriptional activity | Drosophila S2 Gal4-RORgamma UAS-luciferase reporter, 20 h | Potency, µM (top dose mostly 53.6 µM), for inactives: top-dose activity change, negative = inhibition, actives largely listed as inhibitors | 310,000 compounds, 5.4% hits | AID 2551; further: potency means the concentration at half of the fitted maximal effect; on the % scale 0 is the no-effect control and ±100 the full control effect; nearly all actives have a fitted effect of over 60% in size
Target sequence (P51450 whole entry, looked up, the tested form may be a part): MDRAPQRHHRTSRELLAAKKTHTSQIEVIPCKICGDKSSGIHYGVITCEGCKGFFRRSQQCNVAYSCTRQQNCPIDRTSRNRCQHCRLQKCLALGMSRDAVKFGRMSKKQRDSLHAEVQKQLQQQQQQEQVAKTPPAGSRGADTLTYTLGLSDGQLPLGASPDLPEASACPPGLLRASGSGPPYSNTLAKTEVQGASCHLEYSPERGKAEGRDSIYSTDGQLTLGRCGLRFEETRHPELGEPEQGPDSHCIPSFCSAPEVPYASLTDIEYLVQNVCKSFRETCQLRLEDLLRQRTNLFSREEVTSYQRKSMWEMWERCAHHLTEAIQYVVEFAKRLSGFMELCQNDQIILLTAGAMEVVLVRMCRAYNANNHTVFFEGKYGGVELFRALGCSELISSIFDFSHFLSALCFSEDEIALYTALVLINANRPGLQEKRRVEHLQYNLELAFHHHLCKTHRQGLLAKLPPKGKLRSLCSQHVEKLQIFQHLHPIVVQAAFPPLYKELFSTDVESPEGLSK
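Drosophila S2 cells stably expressing Gal4-DBD/mouse RORγ fusion under metallothionein promoter plus UAS-luciferase; compound 1 h, then 700 uM CuSO4 induction for 20 h at ambient temperature; inhibition read as reduced luminescence.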
FLuc modulator: firefly luciferase modulation, counter-screen for miR-21 project | purified FLuc, Km substrates, luminescence inhibition | 360,000 compounds, 6.9% hits | Potency, µM (titrated, usually from 57.5 µM), inactives show top-dose activity change, negative = inhibition, usual class: inhibitors | P08659;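 further: potency means the concentration at half of the fitted maximal effect; plate controls were vehicle for no effect and reference inhibitor for full effect; nearly all actives have a fitted effect of over 55% in size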
Target sequence (P08659 whole entry, looked up): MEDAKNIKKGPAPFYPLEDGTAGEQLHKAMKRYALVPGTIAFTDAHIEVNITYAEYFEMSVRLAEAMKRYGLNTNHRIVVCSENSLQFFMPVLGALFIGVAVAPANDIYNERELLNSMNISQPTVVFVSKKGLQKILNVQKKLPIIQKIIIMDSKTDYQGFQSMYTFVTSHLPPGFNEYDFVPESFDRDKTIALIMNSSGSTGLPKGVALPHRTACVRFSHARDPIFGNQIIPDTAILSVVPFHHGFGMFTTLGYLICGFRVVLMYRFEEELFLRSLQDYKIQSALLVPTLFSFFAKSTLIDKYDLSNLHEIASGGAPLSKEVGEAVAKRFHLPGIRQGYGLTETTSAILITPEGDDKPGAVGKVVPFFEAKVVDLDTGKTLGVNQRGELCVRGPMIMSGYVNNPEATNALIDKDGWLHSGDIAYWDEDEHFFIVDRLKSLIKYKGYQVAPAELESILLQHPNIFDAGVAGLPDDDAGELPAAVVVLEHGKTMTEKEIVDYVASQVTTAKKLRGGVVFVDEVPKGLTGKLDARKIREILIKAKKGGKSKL
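Biochemical qHTS of compounds, final roughly 60 µM downward over six points, against 10 nM purified firefly luciferase using Km concentrations of substrates (10 uM D-luciferin, 10 uM ATP) in Tris acetate pH 7.5 buffer; luminescence output.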
Rab9 promoter act: Rab9 promoter activation | Huh7 Rab9 promoter-luciferase reporter, luminescence, 24 h | Potency, µM (highest dose often 9.22 µM), inactives show at the top dose activation, negative = inhibition, most hits filed as activators | 320,000 compounds, 2.8% hits; further: potency means the concentration at half of the fitted maximal effect; % of control where 0% means no effect; nearly all actives have a fitted effect of over 60% in size
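Huh7 cells stably carrying Rab9 promoter–luciferase reporter, plated 1500 cells/well, compound added after 2 h and incubated 24 h at 37 °C; luciferase luminescence then read after 10 min with detection reagent.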
p53 reactivation: re-activators of mutant p53; H1299 p53-A138V BP100-luciferase reporter, luminescence, 24 h; Potency, µM (highest dose often 92.2 µM), without a hit: top-dose activity change, positive = activation, hits mostly activators; 320,000 compounds, 0.063% hits; further: potency means the concentration at half of the fitted maximal effect; % of control where 0% means no effect; nearly all actives have a fitted effect of over 45% in size
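p53-null H1299 cells stably carrying temperature-sensitive p53-A138V and a BP100-luciferase reporter were pinned with compounds (4-point, 1:5 series) and held 24 hrs at 37 deg C. Luminescence was read 10 min after detection reagent.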
PKM2 act: increases activity of human pyruvate kinase M2; Potency, µM (doses to about 57.5 µM), inactives show top-dose activation, usual class: activators; AID 1631; P14618; 260,000 compounds, 0.34% hits; purified PKM2, Kinase-Glo ATP luminescence, activation; response scale: 0% is enzyme alone, no compound; further: potency means the concentration at half of the fitted maximal effect; on the % scale 0 is the no-effect control and ±100 the full control effect; nearly all actives have a fitted effect of over 55% in size
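ATP formation by purified human PK-M2, quantified via coupled luciferase luminescence after 1 h at room temperature with 0.1 mM ADP and 0.5 mM PEP final.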
VP16 counter: inhibits Gal4-VP16 luciferase reporter, ROR gamma counter-screen | Drosophila S2 Gal4-VP16 UAS-luciferase, luminescence, 20 h | Potency, µM (titrated, usually from 53.6 µM), inactives show at the top dose activity, negative = inhibition, hits mostly inhibitors | 310,000 compounds, 3.5% hits;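 further: Gal4-VP16 expression switched on by copper sulfate through the metallothionein promoter; potency means the concentration at half of the fitted maximal effect; on the % scale 0 is the no-effect control and ±100 the full control effect; nearly all actives have a fitted effect of over 50% in size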
An asterisk follows results filed as active; ? = inconclusive; · = not tested or not shown; & = joins results of further samples; [ ] = another dose, or the depositor's remark. Unless noted, the call rests on the fitted dose curve; in most records, active means well fitted curve in the direction sought with a large enough effect; inconclusive means small, poorly fitted or top-dose-only effect, or another doubt; inactive means no such curve, though single readings can be large; an effect the other way counts as inactive or inconclusive.

[1] O=C(COC(=O)C1(c2ccc(F)cc2)CCCC1)N1CCOCC1
[2] O=C(CN(c1ccccc1)S(=O)(=O)c1ccccc1)NCCSCc1ccco1
[3] COCCNC(=O)c1ccccc1NC(=O)c1ccc(Cl)c(S(=O)(=O)Nc2ccc(C)cc2C)c1
[4] Cc1ccc(CN2CCN(CC(=O)N=Nc3c(O)[nH]c4ccccc34)CC2)cc1
[5] CC(=O)Nc1ccc(S(=O)(=O)N2CCC3(CC2)CC(=O)c2ccccc2O3)cc1
[6] COc1cc([N+](=O)[O-])cc([N+](=O)[O-])c1NC(=O)N1CCOCC1
[7] CC(=O)NN1C(=O)/C(=C\c2ccc(Br)o2)SC1=S
[8] Cc1nc(-c2cccc(-c3noc(C)n3)c2)no1

assay / compound	1	2	3	4	5	6	7	8
ELG1 genotox	2%	-5%	-7%	-3%	-1%	4%	-3%	4%
NPC1 prom act	2%	0%	-2%	-4%	-1%	-8%	-6%	12%
BRCA1 expr act	13%	-4%	-10%	-18%	-3%	-13%	-42%	24%
Giardia killer	-3	36[activator]	2	24	-10	4	0	-1
Menin MLL FP TR	-1%	7%	-8%	-5%	·	6%	17%	-10%
RORg inh	-1%[10 µM]	5%	?	39%	·	-24%	-10%	?
FLuc modulator	1%	-1%	-2%	5%	-2%	-1%	?	3%
Rab9 promoter act	-6%	1%	1%	-4%	-2%	5%	-3%	16%
p53 reactivation	2%	-7%	-4%	-7%	-17%	6%	?	14%
PKM2 act	-5%	4%	4%	-13%	·	0%	7%	2%
VP16 counter	11%	-1%	-22%	1%	·	-3%	?	-3%

Three successive records out of the list so far:
[6] COc1cc([N+](=O)[O-])cc([N+](=O)[O-])c1NC(=O)N1CCOCC1
[7] CC(=O)NN1C(=O)/C(=C\c2ccc(Br)o2)SC1=S
[8] Cc1nc(-c2cccc(-c3noc(C)n3)c2)no1

assay / compound	6	7	8
ELG1 genotox	4%	-3%	4%
NPC1 prom act	-8%	-6%	12%
BRCA1 expr act	-13%	-42%	24%
Giardia killer	4	0	-1
Menin MLL FP TR	6%	17%	-10%
RORg inh	-24%	-10%	?
FLuc modulator	-1%	?	3%
Rab9 promoter act	5%	-3%	16%
p53 reactivation	6%	?	14%
PKM2 act	0%	7%	2%
VP16 counter	-3%	?	-3%

The listing continues:
[9] COC(=O)Cc1csc(NC(=O)c2ccc3ncsc3c2)n1
[10] CSc1ccc(/C=N/NC(=O)c2ccccc2Cl)cc1
[11] COc1ccc(S(=O)(=O)N2CCCCCC2)cc1NS(=O)(=O)c1cc(C(=O)O)cc(C)c1C
[12] CC(C)=CCc1c(O)c(CC=C(C)C)c2occ(-c3ccc(O)cc3)c(=O)c2c1O
[13] O=C(Nc1c(C(=O)N2CCOCC2)cnn1-c1ccccc1)c1ccccc1
[14] O=C(CCN1C(=O)[C@@H]2Cc3ccccc3CN2C1=O)N[C@@H](Cc1ccccc1)C(=O)O
[15] COc1ccccc1N1C(=O)C2CC=CC(C)C2C1=O (stereo not drawn)
[16] CCN(CC)S(=O)(=O)c1ccc(NC(=O)COC(=O)CNC(=O)C2CCCCC2)cc1

assay / compound	9	10	11	12	13	14	15	16
ELG1 genotox	16%	?	0%	-7%	-5%	1%	3%	0%
NPC1 prom act	21%	11%	-1%	18%	1%	-4%	-4%	-3%
BRCA1 expr act	52%	-33%	-13%	-10%	-39%	-9%	-13%	-3%
Giardia killer	9	-11	-23	2	3	11	4	31[activator]
Menin MLL FP TR	·	24%	·	·	4%	-4%	1%	·
RORg inh	·	11%	·	?	-5%	-5%	3%	·
FLuc modulator	24µM*	15µM*	1%	?	-1%	2%	5%	1%
Rab9 promoter act	?	?	-2%	9%	-2%	-4%	6%	0%
p53 reactivation	?	0%	-1%	-7%	8%	11%	3%	-6%
PKM2 act	·	-2%	·	-3%	-15%	-2%	2%	·
VP16 counter	·	?	·	?	1%	1%	-9%	·

[17] CSC(=O)CC(=O)NC(=O)c1ccccc1
[18] Cc1ccc(C)c(C(=O)C(C)OC(=O)c2cccn2C)c1 (stereo not drawn)
[19] COc1cc(OC)cc(-c2cc(N)n(S(=O)(=O)Cc3ccccc3)n2)c1
[20] CCCn1c(C(O)c2ccc3c(c2)OCO3)nc2ccccc21 (stereo not drawn)
[21] CC(Oc1ccc(Cl)cc1Cl)c1nc(-c2ccc(NC(=O)c3ccco3)cc2)no1 (stereo not drawn)
[22] O=C(CSc1ncnc2ccccc12)Nc1cccc(S(=O)(=O)N2CCCC2)c1
[23] CCOc1ccc(NC(=O)CN(C)S(=O)(=O)c2ccc3c(c2)CCC(=O)N3)cc1
[24] O=C(Nc1ccccn1)c1ccc2nc(-c3ccccc3)c(-c3ccccc3)nc2c1

assay / compound	17	18	19	20	21	22	23	24
ELG1 genotox	2%	-6%	5%	-2%	?	-8%	-3%	-14%
NPC1 prom act	-1%	1%	-3%	-1%	29%	-2%	2%	-6%
BRCA1 expr act	7%	-14%	-37%	2%	2%	-45%	0%	·
Giardia killer	-19	-3	11	3	16	-11	-3	·
Menin MLL FP TR	13%	-7%	?	-19%	?	-5%	·	-1%
RORg inh	-16%	-27%	6%	-27%	35%	15%	?	3%
FLuc modulator	-2%	-3%	3%	-17%	15µM*	-24%	-1%	-10%
Rab9 promoter act	-10%	0%	2%	5%	?	12%	-9%	-5%
p53 reactivation	5%	-5%	-6%	-7%	19%	15%	6%	-2%
PKM2 act	3%	-1%	5%	3%	-8%	1%	-1%	-5%
VP16 counter	10%	6%	-3%	-7%	-15%	-4%	-2%	16%

[25] Fc1ccc(-c2cc(C(F)(F)F)nc(-n3cncn3)n2)cc1
[26] COc1ccc(NC(=O)C2CCN(S(=O)(=O)c3c(C)noc3/C=C/N(C)C)CC2)cc1
[27] O=C(/C=C/c1cccc(F)c1)N1CCc2ccccc21
[28] CCN(CC)S(=O)(=O)c1cc(C(=O)O)c(Cl)cc1Cl
[29] COC(=O)N/N=C1\CCCc2c(C)cc(C)cc21
[30] CCSc1nc2sc3c(c2c(=O)n1-c1ccccc1)CCN(C(C)C)C3
[31] O=C(OCC(=O)N1CCCCCC1)c1cccs1
[32] COc1ccc(F)c(C2C(C#N)=C(N)Oc3n[nH]c(C(C)(C)C)c32)c1 (stereo not drawn)
[33] COc1ccc(-n2c(=O)c3ccccc3n(CC(=O)Nc3ccccc3OC)c2=O)cc1
[34] O=C(COC(=O)CCC(=O)Nc1nccs1)NCc1ccco1
[35] COc1ccc(C2CC(c3cccs3)=NN2C(=O)CSc2nncn2C)cc1OC (stereo not drawn)

assay / compound	25	26	27	28	29	30	31	32	33	34	35
ELG1 genotox	-6%	0%	1.8µM*	-1%	-1%	-5%	?	2%	0%	-7%	8%
NPC1 prom act	1%	-3%	1.1µM*	-1%	-4%	1%	?	-4%	-1%	-3%	-1%
BRCA1 expr act	-17%	6%	?	5%	-2%	1%	86%	-49%	-4%&10%	-3%	-14%
Giardia killer	-12	-19	-26	13	1	-1	1	-9	35[activator]	-3	-22
Menin MLL FP TR	14%	·	2%	-14%	-20%	?	4%	-2%	-1%	3%	-5%
RORg inh	-22%	-15%	?	-7%	5%	-7%	?	13%	13%	15%	6%
FLuc modulator	2%	-1%	0.85µM*	-1%	-10%	0%	13µM*	-1%	1%&-3%	6%	-4%
Rab9 promoter act	-8%	0%	0.63µM*	-1%	-7%	-1%	?	-2%	-1%	5%	-2%
p53 reactivation	2%	-1%	?	2%	-4%	-3%	?	-5%	3%	-2%	-3%
PKM2 act	-6%	·	-21%	2%	9%	·	1%	0%	5%	-3%	1%
VP16 counter	-8%[0.365 µM]	-3%	?	13%	-3%	1%	2%	10%	-1%	5%	0%

Not all compounds are listed (hit frequency here may not be typical).
